Assay outcomes deposited in PubChem by National Center for Advancing Translational Sciences (NCATS).
USP2a block: blocks human ubiquitin-specific protease USP2a | Potency, µM (titrated, usually from 38.3 µM), inactives show at the highest dose activity change, negative = inhibition, actives largely listed as inhibitors | O75604 | 330,000 compounds, 0.01% hits | USP2 core, Ub-CHOP2 coupled fluorogenic reporter, 485/531;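 also: potency is read from the fitted curve at half-maximal effect; plate controls were DMSO wells for no effect and full inhibition by NEM control for full effect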
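Cell-free coupled assay: 10nM USP2 core preincubated 30min RT with compound in Tris-HCl pH 8.0/CaCl2/CHAPS buffer, then 25nM Ub-CHOP2 and 25nM reporter substrate; fluorescence (Ex 485/Em 531) read after 60min RT, normalized to NEM inhibition, concentration-response curves fitted.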
hERG WT inh: blocks the wildtype human KCNH2 potassium channel | Q12809 | U2OS, BacMam KCNH2, thallium flux FluxOr; active compounds read low | activity change, % at 1.84 µM | 340,000 compounds, 0.37% hits;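 active = maximum activity change below -70%; inconclusive = maximum activity change between -70% and -50%; inactive = maximum activity change above -50%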
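U2OS cells were transduced with wild-type KCNH2 virus (2.03 x 10^8 / mL) for 4 h at room temperature, then cultured overnight at 37 C. Thallium flux was read with FluxOr dye. Rate constants were normalized to DMSO controls.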
GALK inh: inhibitors of human galactokinase. P51570. Purified GALK, Kinase-Glo residual ATP luminescence. Potency, µM (series often up to 57.5 µM), inactives show at the highest dose activity change, negative = inhibition, most hits filed as inhibitors. 270,000 compounds, 0.007% hits. AID 1868; also: potency is read from the fitted curve at half-maximal effect
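Luminescence from leftover ATP (Ultra-Glo luciferase/luciferin) served as read-out after a 1 h room-temperature reaction of 5 nM GALK with 35 uM ATP and 100 uM galactose.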
B2AR arrestin: beta2AR (human) beta-arrestin recruitment activity; P07550; AID 492947; Potency, µM (top dose mostly 46.1 µM), for the others: top-dose activation, actives largely listed as activators; 330,000 compounds, 0.02% hits; beta-arrestin recruitment to beta2AR, cell-based reporter;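 also: potency is read from the fitted curve at half-maximal effect; 0% = DMSO controls and full agonism = EC100 isoproterenol or metaproterenol; nearly all actives have a fitted effect of over 65% in size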
Coupling enz: inhibits coupling enzyme system, counter-screen for aldolase hits; AID 2472; activity change, negative = inhibition, % at 58.2 µM, hits read low; 290,000 compounds, 0.67% hits; coupling enzyme system counterscreen, AmpLite Red fluorescence; in the data active = activity change below about -30%
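Compounds tested against the coupling enzymes alone at 57.5 uM final; readout was AmpLite Red fluorescence (525/598 nm) after 20 min at RT.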
PKM2 act: increases activity of human pyruvate kinase M2; P14618; purified PKM2, Kinase-Glo ATP luminescence, activation; response scale: 0% is enzyme alone, no compound; Potency, µM (series often up to 57.5 µM), inactives show at the top dose activation, hits mostly activators; 260,000 compounds, 0.34% hits; AID 1631; also: potency is read from the fitted curve at half-maximal effect; nearly all actives have a fitted effect of over 55% in size
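Purified hPK-M2 (>95%) run at intermediate activity with 0.1 mM ADP and 0.5 mM PEP in 50 mM imidazole pH 7.2, KCl, MgCl2; 1 h room temperature. ATP formed read by Kinase-Glo luminescence; normalized to uninhibited and no-enzyme controls.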
Eya2 phos inh: Eya2 (human) phosphatase inhibition; 330,000 compounds, 0.006% hits; recombinant Eya2, OMFP fluorescence dephosphorylation (OMFP is methylfluorescein phosphate); Potency, µM (top dose mostly 76.9 µM), without a hit: top-dose activity, negative = inhibition, most hits filed as inhibitors; O00167; AID 488837; also: potency is read from the fitted curve at half-maximal effect
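Eya2 protein (added as 0.2 uM solution) was preincubated with compound for 10 min at ambient temperature in 50 mM HEPES pH 7.5, 50 mM NaCl, 5 uM MgCl2, 0.05% BSA, 1 mM DTT. OMFP (added at 50 uM) then reacted 10 min; fluorescence read at 485/525 nm.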
uPA generation: inhibitors of cell surface uPA generation; cell surface uPA generation assay, qHTS; Potency, µM (titrated, usually from 38.3 µM), inactives show top-dose activity change, negative = inhibition, most hits filed as inhibitors; 330,000 compounds, 0.31% hits; AID 540303; active = well fitted inhibition curve with a large enough effect; inconclusive = small, poorly fitted or top-dose-only effect; inactive = no such curve, though single readings can be large or run the other way; tested in mouse RAW 264.7 cells; also: potency is read from the fitted curve at half-maximal effect; nearly all actives have a fitted effect of over 55% in size
BCR signal inh: blocks chronic active B-cell receptor signaling; ABC-DLBCL IkBa-CBG/CBR reporter, luminescence ratio, 4 h; Potency, µM (titrated, usually from 46.1 µM), for inactives: at the highest dose ratio change, negative = lower green/red ratio, usual class: inhibitors; 340,000 compounds, 0.05% hits; active = well fitted inhibition curve with a large enough effect in the signal ratio, with a control signal flat, not every such curve was filed as active; inconclusive = small, poorly fitted or top-dose-only effect, or effect the other way, or a change in a side signal; the % refers to the signal ratio;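 also: potency is read from the fitted curve at half-maximal effect; plate controls were basal doxycycline-induced cells for no effect and cells given 10 µM MG132 for full effect; MG132 reads +100%, hits lower the ratio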
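TMD8 ABC-DLBCL cells carrying doxycycline-inducible green luciferase fused to IkappaBalpha plus unfused red luciferase were exposed to compounds (up to 46 uM) for 4 hrs at 37C. Activity came from the overlap-corrected green/red luminescence ratio.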
Giardia kill: kills Giardia lamblia | Giardia lamblia trophozoite viability | activity change, % at 7.66 µM, hits read low | 340,000 compounds, 0.15% hits | AID 540267; in the data active = activity change below about -80%; inconclusive = between about -30% and that limit;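 also: parasites exposed to compound for two days anaerobically before the ATP read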
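Luminescent ATP signal served as the viability read-out, measured 15-30 min after adding ATP detection reagent to trophozoites that had been incubated with compounds for 48 hrs at 37 deg C anaerobically at 100 cells/well.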
KCNH2 3.1 inh: KCNH2 3.1 (human) potassium channel inhibition. AID 720553. activity change, % (tested at about 1.8 µM). U2OS KCNH2 3.1, thallium flux FluxOr; active compounds read low. 340,000 compounds, 0.95% hits;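 active = maximum activity change below -70%; inconclusive = maximum activity change from -70% to -50%; inactive = maximum activity change above -50%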;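 also: thallium influx rate constant from kinetic fluorescence after stimulation buffer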
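Virally transduced U2OS (3.1 isoform, 4 h infection in dark at RT) → overnight 37 C → FluxOr + Red40 in HBSS/HEPES, 45 min → stimulation buffer, 2 min kinetic read → rate constant vs DMSO controls.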
Numbers without * were called inactive; ? = inconclusive; / = no result given; [ ] = dose if it differs, or a comment. Unless noted, calls follow the shape of the dose curve; as a rule, active = well fitted curve in the direction sought with a large enough effect; inconclusive = small, poorly fitted or top-dose-only effect, or another doubt; inactive = no such curve, though single readings can be large; an effect the other way counts as inactive or inconclusive. Unless noted, % is scaled to controls: 0 for no effect and ±100 for the full control effect.

SMILES	USP2a block	hERG WT inh	GALK inh	B2AR arrestin	Coupling enz	PKM2 act	Eya2 phos inh	uPA generation	BCR signal inh	Giardia kill	KCNH2 3.1 inh
Cc1cc(C)nc(N2CCCC(C(=O)Nc3nnc(C(C)C)s3)C2)n1 (stereo not given)	5%	/	-3%	-0.5%	1	11%	-2%	/	-9%	/	/
OC(CNCCc1ccccc1)COc1ccc(OCC(O)CNCCc2ccccc2)cc1 (stereo not given)	-1%	-3	-2%	-0.4%	4	2%	2%	-4%	?	?	-13
CC1CCc2nc3ccc(S(=O)(=O)N4CCC(C(=O)NC5CCCC5)CC4)cc3c(C(=O)O)c2C1 (stereo not given)	0%	9	1%	-0.2%	-10	-2%	8%	-2%	?	11	-2
Cc1ccc2cc(CN(CC3CCCO3)C(=O)Nc3ccccc3F)c3nnnn3c2c1 (stereo not given)	3%	0	10%	0.0%	-1	4%	0%	-4%	?	2	0
CCCCOC(=O)n1c(SCC(=O)N(C)C)nc2ccccc21	0%	-5	6%	-0.3%	0	-7%	7%	-11%	?	0	-5
CSc1sc(C(=O)NCC2CC2)c2c1S(=O)(=O)N(C)c1ccccc1-2	2%	-6	-4%	0.0%	2	1%	5%	-1%	4%	-1	2
COc1cccc(NC(=O)C(Sc2nnnn2C)c2ccccc2)c1 (stereo not given)	1%	-4	4%	-0.3%	1	0%	-5%	11%	0%	0	2
CC(=O)c1ccc(NC(=O)CCS(=O)(=O)c2ccc3c(c2)n(C)c(=O)c(=O)n3C)cc1	-1%	-8	/	3.1%	-1	7%	1%	14%	-5%	-21	8
Cc1cccc2sc(N(CCCN(C)C)C(=O)c3nc4ccccc4s3)nc12	-2%	11	1%	-2.0%	0	2%	1%	1%	-7%	6	4
O=C(NC1CCCN(Cc2ccc(Cl)cc2)C1)c1ccccc1C(F)(F)F (stereo not given)	-1%	15	0%	6.1%	1	-2%	-6%	-1%	-1%	-4	12
CC(CC(=O)Nc1cccc(F)c1)S(=O)(=O)c1ccc2c(c1)NC(=O)CO2 (stereo not given)	2%	14	7%	0.3%	0	/	7%	-20%	-2%	5	4
Cc1ccc(NC2CCCN(C(=O)c3ccoc3)C2)cc1C (stereo not given)	-2%	-27	7%	0.4%	-5	-1%[0.46 µM]	-11%	8%	1%	28	-2
NC(=O)c1nn(CC(=O)Nc2cccc(S(=O)(=O)N3CCCCCC3)c2)c(=O)c2ccccc12	0%	1	/	-0.1%	/	/	-3%	1%	-14%	-5	-2
C=CCc1cc(C)ccc1OCCn1ccnc1	-2%	3	0%	-1.3%	2	-1%	7%	-4%	3%	0	15
Cc1ccc(OCC(O)CNCc2ccc(F)cc2)cc1 (stereo not given)	4%	32	4%	-0.3%	0	/	-4%	-1%	?	?	-16
O=C(/C=C/c1ccccc1)Oc1ccccc1C(=S)N1CCOCC1	1%	-9	-3%	-0.5%	0	8%	-7%	-15%	?	-12	-2
O=C(Nc1nccs1)C1CC(=O)N(c2ccc(Cl)cc2)C1 (stereo not given)	9%	4	0%	0.3%	1	11%	6%	4%	4%	-7	-6
Cc1ccc(NC(=S)NC2CCSc3ccccc32)cc1 (stereo not given)	-9%	0	11%	-0.4%	-1	0%	2%	6%	?	10	-34
COc1ccc(CN(CC2CCC(C(=O)O)CC2)C(=S)Nc2cc(Cl)ccc2OC)cc1 (stereo not given)	-2%	-9	0%	-0.1%	1	-2%	-4%	16%	?	-9	14
O=C(CCN1C(=O)C2C3C=CC(C3)C2C1=O)NCc1cccnc1 (stereo not given)	0%	2	-1%	0.0%	3	-6%	5%	5%	?	-26	/
COc1cccc(CNC(=O)CSc2ccc(-c3ccncc3)nn2)c1	2%	/	0%	0.2%	0	-6%	-3%	/	-13%	/	/
O=C1/C(=C\c2ccco2)SC(=S)N1C1CCCCC1	0%	/	-1%	0.4%	0	2%	7%	/	?	/	/
N=c1sccn1CC(=O)Nc1ccc(S(N)(=O)=O)cc1	0%	16	/	0.1%	0	8%	16%	1%	11%	14	8
O=C1COc2ccc(C(=O)NCc3ccco3)cc2N1	2%	0	-4%	-0.4%	1	3%	-5%	11%	?	29	11
Cc1c(Cl)sn(-c2ccc(Cl)cc2)c1=O	2%	2	-2%	-1.6%	7	-4%	-17%	-16%	?	-3	-16
O=c1[nH]c2ccc(NS(=O)(=O)c3ccc4ccccc4c3)cc2[nH]1	3%	0	0%	-0.3%	-3	0%	0%	3%	-6%	-9	6
COCC(=O)NC1CC2CCC(C1)N2C(=S)Nc1ccccc1C(=O)OC (stereo not given)	-1%	4	4%	-0.5%	0	22%	-16%	1%	-2%	9	-11
COC(=O)[C@H](Cc1ccccc1)NC(=O)N1CCC(C)CC1	2%	7	0%	-0.3%	7	-2%	-6%	/	2%	9	-8
CCCCn1c(N)c(N(CCOC)C(=O)c2ccc(N(C)S(=O)(=O)c3ccc(C)cc3)cc2)c(=O)[nH]c1=O	1%	-10	/	0.1%	/	/	5%	3%	6%	-8	19
C=CCn1c(COc2ccc(F)cc2)nnc1SCC(=O)N1CC(=O)Nc2ccccc21	-2%	3	1%	0.8%	2	2%	-13%	/	-6%	13	-10

Some values from above.
`O=C1/C(=C\c2ccco2)SC(=S)N1C1CCCCC1` @ B2AR arrestin = 0.4%
`O=C(CCN1C(=O)C2C3C=CC(C3)C2C1=O)NCc1cccnc1` (stereo not given) @ GALK inh = -1%

Additional records.
SMILES	USP2a block	hERG WT inh	GALK inh	B2AR arrestin	Coupling enz	PKM2 act	Eya2 phos inh	uPA generation	BCR signal inh	Giardia kill	KCNH2 3.1 inh
CCC(O)C1CCN(C(=O)c2cc(COc3ccc4ncccc4c3)on2)CC1 (stereo not given)	1%	-1	0%	0.3%	-4	-1%	-19%	-9%	1%	-21	-5
Cc1noc(C)c1CN1C(=O)c2ccccc2C1=O	-1%	-1	-8%	0.2%	/	6%	7%	1%	?	-2	-17
COC(=O)c1c(C)oc2ccc(N(C(=O)c3ccncc3)S(=O)(=O)c3ccc(C)cc3C)cc12	2%	1	0%	-0.5%	-2	-9%	-3%	-19%	?	1	-7
O=C(N/N=C/c1ccncc1)c1cc(-c2ccc(Br)s2)[nH]n1	0%	-4	-1%	-1.0%	1	-3%	1%	2%	9%	-11	2
CCNC(=O)CSc1ncnc2sccc12	2%	6	2%	0.1%	1	0%	16%	6%	-11%	1	/
C=CCc1cc(C)ccc1OCCOCCC(C(=O)OCC)C(=O)OCC	2%	9	-5%	-2.2%	2	-3%	-7%	4%	-7%	-5	-2
CCOC(=O)/C(C#N)=C/Nc1cc(C(C)(C)C)sc1C(C)=O	-3%	1	/	0.3%	1	-1%	2%	0%	?	30[activator]	8
O=[N+]([O-])c1ccc(Oc2cccc3cccnc23)c(Cl)c1	4%	-23	-3%	0.5%	-37*	/	-2%	-2%	?	5	7
Cc1cc(NC(=O)CCC(=O)N(C2CC2)C(C(=O)NC(C)(C)C)c2ccccc2Cl)no1 (stereo not given)	-2%	-15	-1%	0.1%	1	1%	1%	1%	6%	-7	7

Exported in CSV form: two of the compounds above.
SMILES,USP2a block,hERG WT inh,GALK inh,B2AR arrestin,Coupling enz,PKM2 act,Eya2 phos inh,uPA generation,BCR signal inh,Giardia kill,KCNH2 3.1 inh
Cc1noc(C)c1CN1C(=O)c2ccccc2C1=O,-1%,-1,-8%,0.2%,/,6%,7%,1%,?,-2,-17
CCOC(=O)/C(C#N)=C/Nc1cc(C(C)(C)C)sc1C(C)=O,-3%,1,/,0.3%,1,-1%,2%,0%,?,30[activator],8
